CCHFV vOTU inh: blocks the CCHF virus ovarian tumor domain protease | CCHFV vOTU protease, Pep-AMC fluorescence | inhibition, % at 11.5 µM | 370,000 tested, 0.55% active | AID 651958; in the data active = inhibition above about 30%; note: 0% = vehicle wells with enzyme and 100% = no enzyme wells
PfHsp40 yeast: rescue of PfHsp40-mediated yeast toxicity; S. cerevisiae expressing PfHsp40, growth rescue, ATP luminescence; growth rescue, % at 12.5 µM; 340,000 tested, 0.68% active; in the data active = growth rescue above about 28%, passing the limit was not always enough; inconclusive = no clear call, values can overlap the other calls;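 note: yeast W303a lacking pdr1 and pdr3 grown in galactose medium; growth measured after three days at 30 °C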
Anthrax LF inh2: anthrax lethal factor protease inhibition; P15917; multiplex microsphere protease cleavage assay, LF; inhibition, % at 10 µM; 360,000 tested, 0.12% active; note: plate controls were buffer without enzyme for full effect and enzyme alone for no effect
Target sequence (P15917 whole entry, looked up): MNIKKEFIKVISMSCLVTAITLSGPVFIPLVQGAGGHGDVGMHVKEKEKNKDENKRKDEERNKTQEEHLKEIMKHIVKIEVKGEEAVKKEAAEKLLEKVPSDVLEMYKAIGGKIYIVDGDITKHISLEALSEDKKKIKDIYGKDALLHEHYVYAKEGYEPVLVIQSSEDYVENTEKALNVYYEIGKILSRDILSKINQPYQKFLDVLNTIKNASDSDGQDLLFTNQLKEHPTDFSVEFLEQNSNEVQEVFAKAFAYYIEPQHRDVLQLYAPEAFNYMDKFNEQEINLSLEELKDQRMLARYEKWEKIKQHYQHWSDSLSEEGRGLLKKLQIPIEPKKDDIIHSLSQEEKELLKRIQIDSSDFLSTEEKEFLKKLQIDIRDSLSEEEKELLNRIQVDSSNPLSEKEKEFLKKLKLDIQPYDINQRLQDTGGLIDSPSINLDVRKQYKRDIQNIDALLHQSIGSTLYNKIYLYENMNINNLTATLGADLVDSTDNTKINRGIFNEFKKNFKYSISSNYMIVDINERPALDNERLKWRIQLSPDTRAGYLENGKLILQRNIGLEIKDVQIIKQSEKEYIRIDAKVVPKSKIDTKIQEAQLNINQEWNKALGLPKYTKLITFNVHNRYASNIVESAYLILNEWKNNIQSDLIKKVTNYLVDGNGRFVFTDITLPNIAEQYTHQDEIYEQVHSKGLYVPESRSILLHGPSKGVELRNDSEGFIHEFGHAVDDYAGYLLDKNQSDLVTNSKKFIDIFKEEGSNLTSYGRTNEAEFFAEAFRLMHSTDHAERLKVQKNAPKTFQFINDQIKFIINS
FadD28 FP inh: inhibitors of Mycobacterium tuberculosis FadD28 bisubstrate binding; FadD28 bisubstrate probe binding, fluorescence polarization; inhibition, % at 12.5 µM; 360,000 tested, 0.22% active; AID 588549; in the data active = inhibition above about 8.5%, passing the limit was not always enough; inconclusive = no clear call, values can overlap the other calls
TcdB GH inh: blocks C. difficile toxin B glycohydrolase activity | P18177 | TcdB glycohydrolase enzymatic assay, plate reader | inhibition, % at 9.99 µM | 350,000 tested, 0.24% active; in the data active = inhibition above about 10%
BoNT A protease: BoNT A light chain protease inhibition; AID 588499; inhibition, % at 10 µM; multiplex microsphere protease substrate cleavage, flow cytometry; 360,000 tested, 0.17% active; note: plate controls were buffer without enzyme for full effect and enzyme alone for no effect
PrPC surface inh: reduces human prion protein on the cell surface; P04156; cell surface PrPC, TR-FRET read-out; inhibition, % at 13.8 µM; 370,000 tested, 0.43% active; AID 720596; in the data active = inhibition above about 24%; note: 0% = median of the test wells and 100% = reference compound wells
Yp Topo-I inh: blocks Yersinia pestis topoisomerase I activity; activity, % at 10 µM; Y. pestis Topo-I cleavage product accumulation, plate reader; 360,000 tested, 0.064% active; in the data active = activity above about 50%, passing the limit was not always enough; inconclusive = no clear call, values can overlap the other calls; note: inactives centre near 2
BoNT-F LC inh: inhibitors of Botulinum neurotoxin F light chain protease | 360,000 tested, 0.22% active | AID 588497 | inhibition, % at 10 µM | Multiplex microsphere protease cleavage assay, flow cytometry; in the data active = inhibition above about 35%, passing the limit was not always enough; inconclusive = no clear call, values can overlap the other calls; note: plate controls were buffer without enzyme for full effect and enzyme alone for no effect
* marks the source's active call; other numbers are inactive results; ? = inconclusive; / = not tested or not shown; & = joins results of further samples. Cut-off read from the data, not from the text of the source, unless noted: active = inhibition above about 30%; inconclusive = no clear call, values can overlap the other calls; inactive = below that.

smiles	CCHFV vOTU inh	PfHsp40 yeast	Anthrax LF inh2	FadD28 FP inh	TcdB GH inh	BoNT A protease	PrPC surface inh	Yp Topo-I inh	BoNT-F LC inh
Nc1nonc1N1CCCCC1	-3	-0.3	?	0.9	/	?	2	1	-12
Cc1ccccc1-n1c(SCC(=O)N2CCN(c3ccccn3)CC2)nnc1N1CCOCC1	9	0.2	-4	-1.3	-5.5	0.3	-4	15	0
CCOC(=O)C1=C(c2ccccc2)NC(=O)NC1c1ccc(OCC#N)c(OC)c1 (stereo not drawn)	2	-0.3	-2	0.9	/	0.6	1	-2	4
C[C@H](CO)N1C[C@H](C)[C@@H](CN(C)Cc2ccc(C(=O)O)cc2)Oc2c(cccc2N(C)C)C1=O	-6	0.4	-2	-1.5	-0.1&0.2	-0.3	6	-1	0
CC(=O)Nc1ccc2nc(NC(=O)COc3ccccc3)sc2c1	8	0.3	-6	-1.9	0.0	0.0	0	-3	-6
COc1cc(OC)cc(N(C(=O)CNC(=O)c2ccco2)C(C(=O)NCC2CCCO2)c2ccccc2)c1 (stereo not drawn)	9	-1.4	0	-2.1	1.5	1.2	-6	10	4
Cc1ccc(C(=O)NCC(=O)OCC(=O)Nc2ccc3[nH]c(=O)[nH]c3c2)cc1	-7	1.0	-2	-1.7	1.5	2.4	9	0	6
c1cncc(C2Nc3cccc4cccc(c34)N2)c1	-11	-0.2	-2	-1.0	1.9	-1.9	-5	-12	-29
Cc1cccc(C(=O)NC(=S)Nc2ccc(Cc3ccncc3)cc2)c1	12	0.4	-5	1.0	/	-0.8	-3	4	2
N/C(=N\OC(=O)Cc1ccccc1[N+](=O)[O-])c1cccc(Br)c1	-1	0.8	10	0.5	1.1	0.0	2	-8	-11
CCCS(=O)(=O)N1CCCC(C(=O)NCCCN2CCN(c3ccc(F)cc3)CC2)C1 (stereo not drawn)	-6	-0.2	-6	-2.5	1.7	-0.2	-5	25	-10
CCCCn1c(N)c(N(CC(C)C)C(=O)CSc2nnc(C)n2-c2ccc(OC)cc2)c(=O)[nH]c1=O	6	1.2	/	-3.2	-5.4	/	1	-8	/
Cc1cc(OCc2cccc(Cl)c2)c(C)cc1CN1CCOCC1	8	2.1	2	-0.2	-1.5	0.2	0	19	-11
O=C(OCc1ccccc1)N1CCC2CC1c1cc(N3CCN(S(=O)(=O)c4cc(Cl)cc(Cl)c4)CC3)ccc12 (stereo not drawn)	4	/	-14	0.5	0.8	-0.4	-4	8	-6
CCOC(=O)c1sc(NC(=O)c2ccc(S(=O)(=O)N(C)C)cc2)cc1C	10	4.7	14	-2.0	/	0.7	-9	-3	-5
O=C(Nc1ccc(S(=O)(=O)N2CCOCC2)cc1)c1ccc([N+](=O)[O-])s1	-12	-0.8	-2	-1.4	2.8	-5.3	2	-4	-6
Cc1oc2ccccc2c1CNC(=O)N(C)C	4	-1.8	/	0.0	-0.5	/	4	2	/
CC(NS(=O)(=O)c1ccc2c(c1)CC(C)N2C(=O)C1CC1)c1ccccc1 (stereo not drawn)	15	0.8	-2	-0.4	1.5	0.0	3	17	-7
O=C(c1ccccc1)c1sc(N2CCOCC2)nc1-c1ccccc1	-3	-0.1	2	-4.1	0.8	6.8	5	14	5
CCOc1ccc(NC(=O)CN(C)C(=O)/C=C/c2ccc(S(=O)(=O)N3CCCCCC3)cc2)cc1OCC	-5	-1.0	1	-1.3	1.3	6.9	-7	-1	?
Cc1ccc(C(=O)O/N=C(\N)c2ccccc2)c(Cl)c1	1	0.0	8	-2.7	-0.1	1.0	-10	-6	?
Cc1cc2nc(/N=C(\N)NC(=O)N3c4ccccc4Sc4ccccc43)nc(C)c2cc1C	-1&1	-0.5&2.8	0&2	-3.5&-0.3	1.2	0.4&0.5	-7&-3	-10&9	5&-1
Cc1cccc(CSc2ccc3nnc(-c4cccnc4)n3n2)c1	0	0.7	1	-3.3	/	-0.9	-10	-8	-1
C=CCn1c(SCC(=O)N2CCc3ccccc3C2)nnc1-c1ccncc1	-16	-0.6	1	0.2	/	-1.1	3	8	-24
COc1ccc2c(c1OC)C(=O)OC2CC(=O)c1ccc2c(c1)OCO2 (stereo not drawn)	13	-0.6	2	-1.3	/	?	-7	39	2
CCOC(=O)c1[nH]c2ccc(OC)cc2c1NS(=O)(=O)c1ccc(OC)cc1OC	-8	-1.1	-2	-3.5	/	0.3	-8	4	3
C/C=C/c1ccc(OCCCCN2CCC(C)CC2)c(OC)c1	5	9.8	-2	-0.3	1.5	-1.3	14	10	-5
COC(=O)[C@@]1(Cc2ccc(OC)cc2)[C@H]2c3cc(C(=O)N4CCCC4)n(Cc4ccccc4)c3C[C@H]2CN1C(=O)c1ccccc1	20	/	-5	/	1.3	0.0	6	/	0
COc1ccc(/C=C/C(=O)N(CCC(N)=O)c2ccccc2)cc1S(=O)(=O)N1CCOCC1	8	0.2	-1	0.2	-0.6	-0.1	-8	2	1
CCCN(CC(=O)Nc1ccc(C(N)=O)cc1)CC(=O)Nc1ccccc1C	0	1.0	-10	-1.6	0.6	-0.5	-6	-5	0
COc1ccc(-n2nnc3c(=O)n(CC(=O)N4CCCC4)cnc32)cc1	-2	0.0	0	-4.7	/	-0.8	-4	3	-10
O=C(CSc1nnc2ccc(-c3ccccn3)nn12)Nc1cccc(F)c1	9	/	-9	-3.8	0.2	-0.6	-2	-2	-3
CCOc1cc(Cl)c(NC(C)=O)cc1OCC	8	0.7	-4	-0.2	/	-0.9	7	0	6
CCC(=O)Nc1ccc(C(=O)NNC(=O)c2cccc(C)c2)cc1	-4	-1.6	16	-3.1	0.7	-4.2	7	-1	4
FC(F)(F)c1nc(=S)c2ccccc2[nH]1	4	-1.2	-2	1.1	-1.4	-0.4	12	1	3
O=C(Nc1nccs1)C1Cc2ccccc2CN1S(=O)(=O)c1ccc(F)cc1 (stereo not drawn)	2	-0.1	/	-2.8	/	/	3	10	/
CCCc1nc2ccc(NC(=O)c3ccco3)cc2c(=O)n1Cc1ccccc1Cl	7	-0.2	-1	-2.3	/	0.1	5	-13	5
Cc1ccc(C2=NOC(=O)/C2=C\C=C\c2ccccc2)cc1	-1	2.9	1	-3.1	1.8	0.3	-2	-6	-4
COC(=O)CCCNC(=O)CN1CC(c2ccccc2)CC1=O (stereo not drawn)	9	6.7	-2	-3.1	/	-0.1	-5	2	5
O=S(=O)(Nc1ccccn1)c1ccc(Br)cc1	-5	0.1	-4	-3.4	-1.0	-1.8	-3	-2	?
COc1ccc(NC(=O)c2csc3c2CCCCC3)c(OC)c1	5	-0.7	-1	0.4	1.2	-0.7	-5	10	-8
COC(=O)/C(=C\Nc1ccc(Cl)cc1Cl)NC(=O)c1ccccc1	12	-1.2	-1	-0.3	/	0.0	-7	0	7
O=C(O)C1CCN(S(=O)(=O)c2ccc(Cl)s2)CC1	5	-1.5	3	-0.8	-1.1	-0.3	-8	1	-1
O=[N+]([O-])c1ccc2c(c1)nc1n2CCSC1	15	-0.3	-5	-1.5	-0.1	0.1	-14	6	?
CCN(CC(=O)NC(C)C)C(=O)c1cc(S(=O)(=O)N2CCCCC2)ccc1N1CCCCC1	-2	0.4	-3	-1.1	1.3	0.3	-3	1	1
CCOc1cc(C2NC(=O)NC(C)=C2C(=O)NCc2ccccc2)c(Cl)cc1O (stereo not drawn)	-11	-0.7	0	-2.1	1.0	-0.2	7	1	1
CC(=O)Nc1ccc(Sc2ccccc2C(=O)O)cc1	0	-1.3	0	-1.3	-1.7	-3.8	10	-2	-7
O=C(NCc1ccccc1)C1=C[C@@H](c2ccc(C(F)(F)F)cc2)C[C@@H](OCc2ccc(CO)cc2)O1	10	3.8	-1	-6.4	0.6	0.9	4	14	5
Cc1cc(-c2csc(N)n2)c(C)n1CCc1ccccc1	11	1.2	-10	-5.1	/	13	-1	-35	-64
CC(C)N1CCc2c(sc(NC(=S)NC(=O)c3ccccc3)c2C#N)C1	-1	1.5	-13	-3.7	-0.9	32*	-2	2	-88
CCOC(=O)C1=C(C)NC(=O)NC1c1ccc(Br)s1 (stereo not drawn)	10	-0.2	-5	-1.2	/	-0.3	3	0	-4
CCC(C(=O)NCCc1ccc(OC)cc1OC)n1nc(C)n2c(cc3occc32)c1=O (stereo not drawn)	9	0.8	0	-3.9	0.3	0.1	3	6	-1
CC(=O)c1sc(NC(=O)CN2C(=O)C3CCCCC3C2=O)nc1-c1ccccc1 (stereo not drawn)	9	3.4	/	1.4	-4.2	/	-10	9	/
CC(=O)c1cc2c(cc1F)C(C)(C)CCC2(C)C	-17	-0.1	-5	0.9	-0.1	-0.6	1	-6	-2
O=C(CCSc1nnc(-c2ccncc2)o1)Nc1ccccc1	-11	1.7	-3	1.3	/	-1.5	0	7	2
C=C1[C@H]2O[C@H]2[C@@H](OC(C)=O)[C@@]2(C)[C@@H](OC(C)=O)C[C@@H](OC(C)=O)[C@@](C)(O)[C@@H]2[C@@H](OC(C)=O)[C@@]2(O)[C@@H](C)C(=O)O[C@H]2[C@H]1Cl	5	-0.7	0	-0.7	1.3	0.3	-11	-2	0
Nc1nonc1-n1nnc(C(=O)N/N=C/c2ccccc2)c1CN1CCc2ccccc21	8	-2.0	1	-1.1	1.1	1.2	0	-3	-2
CC(C)(C)NC(=O)C(c1ccccc1)N(Cc1cccs1)C(=O)c1csnn1 (stereo not drawn)	-2	1.6	-1	-2.3	/	0.7	11	-2	4
O=C(COC(=O)COc1ccc(Cl)cc1Br)NC1CC1	-8	-1.3	-6	0.2	0.8	-0.3	12	7	4
Cc1ccc(C2OC(=O)C=C2c2ccccc2)cc1 (stereo not drawn)	9	0.9	-5	-9.1	2.0	0.3	5	11	6

Quoted at random: 2 records from the list
smiles	CCHFV vOTU inh	PfHsp40 yeast	Anthrax LF inh2	FadD28 FP inh	TcdB GH inh	BoNT A protease	PrPC surface inh	Yp Topo-I inh	BoNT-F LC inh
CC(=O)c1cc2c(cc1F)C(C)(C)CCC2(C)C	-17	-0.1	-5	0.9	-0.1	-0.6	1	-6	-2
O=C(CCSc1nnc(-c2ccncc2)o1)Nc1ccccc1	-11	1.7	-3	1.3	/	-1.5	0	7	2

High-throughput results from PubChem.
